Screening results: PubChem, several laboratories
FID counter: compounds displacing fluorescent DNA intercalator, primary screen, artefact control for HCV NS3 helicase inhibitor project, biochemical, FID fluorescence; AID 1845, 2009; 0.17% of 290,000 active; DNA fluorescent intercalator displacement; inhibition, % at 7.9 µM; in the data active means inhibition above about 37%;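 further: 0% = vehicle and 100% = reference compound; higher means more ethidium bromide displaced from hairpin DNA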
NS3 helicase inh: inhibitors of HCV NS3 helicase, primary screen, biochemical, Cy5 molecular beacon fluorescence; Hepatitis C virus NS3 helicase; NS3 helicase DNA unwinding; inhibition, % at 10.9 µM; 0.56% of 290,000 active; AID 1800, 2009;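 active means inhibition above the mean of all tested compounds plus 3 SD, set per campaign, cut at about 35% in these data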;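 further: 0% = DMSO wells and 100% = thioflavine S control wells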
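System: HCV NS3 helicase fragment; control set: DMSO and thioflavine S; technique: Cy5 fluorescence at 0 and 60 min, beacon hairpin quenching; reagent: beacon DNA duplex substrate plus ATP; replicates: singlicate; schedule: 1 h reaction at 25 °C, ATP-initiated; medium: MOPS buffer pH 6.5 with MgCl2, DTT, Tween20, BSA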
M18AAP inhibitor: PfM18AAP inhibitors, malaria aminopeptidase, primary screen, biochemical, QFRET, recombinant enzyme; M18 aspartyl aminopeptidase (Plasmodium falciparum 3D7); H-Glu-NHMec fluorogenic cleavage; inhibition, % at 7.35 µM; 1.2% of 290,000 active; AID 1822, 2009;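 active means inhibition above the campaign mean inhibition over all tested compounds plus 3 SD, cut at about 28% in these data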;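 further: 0% = plate median of test compound wells and 100% = 2 mM ZnCl2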
MEKK2 WT-MEK5: modulators of MEK5 binding to wildtype MEKK2, primary screen, biochemical, multiplex bead flow cytometry, Alexa488-MEK5 | Alexa488-MEK5 binding to MEKK2 WT; actives lie on both sides | Mitogen-activated protein kinase kinase kinase 2 (Homo sapiens), Q9Y2U5 | binding response (% of control), % at 10 µM | 1.1% of 290,000 active; in the data active means binding response below about 67% or above about 130%
NALP1 yeast inh: NALP1 inflammasome inhibitors in reconstituted yeast, colorimetric, S. cerevisiae, triplicate retest | 0.61% of 280,000 active | AID 2071, 2009 | S. cerevisiae NALP1/ASC/caspase-1 growth, X-gal OD620, 72 h | inhibition, % at 10 µM; in the data active means inhibition mostly above about 24%, no sharp cut-off; inactive means mostly below about 32%; further: some compounds called inactive have numbers as strong as hits
SUMO HTRF inh: inhibitors of in vitro SUMOylation cascade, primary screen, biochemical, HTRF, uHTS; HTRF SUMOylation assay, SAE1/SAE2 + UBC9; inhibition, % at 35 µM; 0.36% of 290,000 active; AID 2006, 2009; in the data active means inhibition above about 50%, passing the limit was not always enough; further: strong numbers were not always called active
Target sequence (P63279 whole entry, looked up): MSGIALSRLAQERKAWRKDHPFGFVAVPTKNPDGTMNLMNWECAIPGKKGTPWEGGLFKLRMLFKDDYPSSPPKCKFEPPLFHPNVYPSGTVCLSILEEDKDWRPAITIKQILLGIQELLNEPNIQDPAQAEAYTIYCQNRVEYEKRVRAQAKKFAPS
MEKK2 mut-MEK5: MEK5 binding signal on mutant MEKK2 PB1, primary screen, biochemical, multiplex bead flow cytometry, Alexa488-MEK5; 0.35% of 290,000 active; percent response, % at 10 µM; AID 1530, 2009; Alexa488-MEK5 binding to MEKK2 mutant; in the data active means percent response above about 24%, passing the limit was not always enough; further: inactives centre near 1; some results filed as inactive read as strong as hits
VIM-2 inh: VIM-2 metallo-beta-lactamase inhibitors, primary screen, biochemical, epi-absorbance readout, Pseudomonas aeruginosa enzyme; AID 1527, 2009; inhibition, % at 5.6 µM; 0.89% of 290,000 active; purified VIM-2, nitrocefin hydrolysis, epi-absorbance fluorescence;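 active means inhibition above the mean of all tested compounds plus 3 SD, cutoff set per screening run, cut at about 7.5% in these data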;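 further: red hydrolysis product quenches plate fluorescence so inhibitors raise well fluorescence; 0% = enzyme with DMSO and 100% = DMSO without enzyme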
IMP-1 inhibitor: IMP-1 metallo-beta-lactamase inhibitors, primary screen, biochemical, epi-absorbance readout, Pseudomonas aeruginosa enzyme; AID 1556, 2009; inhibition, % at 5.6 µM; purified IMP-1, nitrocefin hydrolysis, epi-absorbance fluorescence; 0.45% of 290,000 active;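 active means inhibition above the mean plus 3 SD of all compounds in the same screening run, cut at about 4.5% in these data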;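 further: 0% = IMP-1 with DMSO and 100% = DMSO wells lacking enzyme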
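System: purified recombinant IMP-1 beta-lactamase. Medium: Zinc- and detergent-supplemented HEPES buffer, pH 7.1. Compound: one 5.6 µM dose […]. Schedule: 15 min preincubation plus 25 min reaction at 25 °C. Technique: Epi-absorbance fluorescence, 480 nm excitation, 530 nm emission.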
Active calls of the source: *; . = not tested or not shown; [ ] = another dose, or the depositor's remark. Compounds as they come. Share with any hit: about 4.7%.

SMILES	FID counter	NS3 helicase inh	M18AAP inhibitor	MEKK2 WT-MEK5	NALP1 yeast inh	SUMO HTRF inh	MEKK2 mut-MEK5	VIM-2 inh	IMP-1 inhibitor
CC(=O)NS(=O)(=O)c1ccc(NC(=O)CN2C(=O)C3C4C=CC(C4)C3C2=O)cc1 (stereo not drawn)	1	9	-9	98	28	21	-2	-1.4	-1.6
Cn1c(=O)c2c(Nc3ccc(F)cc3)cc(=O)n(-c3ccccc3)c2n(C)c1=O	-8	5	-3	94	4	7	-4	-2.2	-0.7
COc1ccc(S(=O)(=O)NC(C)(C)C)cc1-c1nnc2c3ccccc3c(C)nn12	-11	21	7	103	0	13	8	4.6	0.9
CCN1C(=O)N/C(=C/c2ccc(C)o2)C1=O	-7	1	-4	96	17	20	-4	-0.2	-1.5
COc1ccc(/C=N/n2nnnc2N)c(OC)c1	-3	7	-1	103	10	3	3	-3.1	-3.6
COCCN(Cc1cc2cc(C)c(C)cc2nc1Cl)C(=O)N1CCOCC1	-29	1	-15	94	11	4	-6	0.0	-4.7
O=C(Nc1cccc(-c2nc3ncccc3o2)c1)c1ccco1	-8	-2	-2	127	7	21	13	-2.9	-2.6
COc1ccccc1N1C(=O)C2C3CC(c4ccccc4)C(C3)C2C1=O (stereo not drawn)	-12	6	0	99	28	1	-1	-0.3	-2.1
CCN1C(=O)CC2(C[N+]3(C)CCC2CC3)C1=O (stereo not drawn)	-9	-6	1	86	24	6	-5	-2.1	-0.1
CC(C)C(NS(=O)(=O)c1cccc(C(F)(F)F)c1)C(=O)O (stereo not drawn)	0	-7	1	92	-1	3	-10	-3.1	-2.6
C/C(Cl)=C/Cn1c(NCCCn2ccnc2)nc2c1c(=O)[nH]c(=O)n2C	-2	-3	5	101	10	7	5	22*	-2.5
COc1ccc(N(CC(=O)NCCSC2CCCCC2)S(C)(=O)=O)c(OC)c1	-22	-5	2	106	-17	8	8	-2.0	-2.8
Cc1c(C(=O)NCCN2C(=O)S/C(=C\c3cccs3)C2=O)cccc1[N+](=O)[O-]	1	0	-1	96	12	6	-2	-5.0	-1.1
O=C(C1CCN(S(=O)(=O)c2cccc3nsnc23)CC1)N1CCCc2ccccc21	-10	4	7	92	0	14	-1	-2.0	-2.7
O=[N+]([O-])c1ccc(N2CCN(CCO)CC2)c2ncccc12	11	2	2	117	19	68	36	-0.9	-4.3
COc1cccc(NS(=O)(=O)c2ccc(S(=O)(=O)N3CCOCC3)cc2)c1	-10	3	5	108	12	16	6	-3.2	-3.1
CN(C)c1ccc(C(C[N+](=O)[O-])c2c(N)n(C)c(=O)n(C)c2=O)c(F)c1C#N (stereo not drawn)	0	4	22	98	26	0	1	-1.6	-1.8
O=C(CSc1nccc(=O)[nH]1)NC1CCCC1	-1	6	0	105	8	-13	1	-0.9	-2.5
CC(C)CN(CCNC(=O)CN1C(=O)COc2ccc(S(=O)(=O)N3CCOCC3)cc21)CC(C)C	11	2	4	104	-1	0	4	-3.6	-2.5
Cc1cccc2c1-c1sc(C(=O)Nc3ccccc3N3CCN(C)CC3)cc1CO2	13	-76	-4	162*	.	6	4	-0.2	-0.5
Cc1nnc2sc(-c3ccc(NC(=O)CSc4ccc(Cl)cc4)cc3)nn12	-4	5	2	93	1	-15	1	-1.8	-2.4
Cc1ccc(NC2CCCN(C(=O)c3ccccc3N3CCOCC3)C2)cc1C (stereo not drawn)	-39	3	10	96	6	6	0	0.6	-1.4
COc1ccc(CNC(=O)c2ccc(NC(=O)C3CCCO3)cc2)cc1 (stereo not drawn)	-4	-6	1	99	8	27	-3	-6.1	-4.0
COC1CCN(Cc2c(C(=O)N3CCc4ccccc4C3)nc3ccc(Cl)cn23)CC1	-12	-7	-3	101	4	8	-1	1.1	-0.2
C/C(=N\NC(=O)c1cc(-c2ccccn2)nc2ccccc12)c1cccc([N+](=O)[O-])c1	0	7	-10	100	16	-5	-1	-1.9	-3.4
Further records
SMILES	FID counter	NS3 helicase inh	M18AAP inhibitor	MEKK2 WT-MEK5	NALP1 yeast inh	SUMO HTRF inh	MEKK2 mut-MEK5	VIM-2 inh	IMP-1 inhibitor
CC(=O)c1cc(CN2CCN(C3CCN(C(C)C)CC3)C(CCO)C2)cs1 (stereo not drawn)	3	-13	-2	116	4	12	18	-3.3	-2.4
CC(C)N1CCC(N2CCN(Cc3cc(F)ccc3-n3cccn3)CC2CCO)CC1 (stereo not drawn)	13	-5	-4	89	11	18	-10	-2.6	0.1
Cc1cc(=O)n2nc(N3CCCC(C(=O)N4CCOCC4)C3)sc2n1 (stereo not drawn)	-4	-4	1	103	16	9	6	-0.9	0.2
CCOC(=O)CC1=NC(=O)CS1	-8	0	4	100	-6	19	4	-1.7	-2.6
COc1cc(/C=N/Nc2nc(N3CCCC3)nc(N3CCCC3)n2)ccc1O	-23	-8	-5	101	-19	3	1	-3.8	-2.1
CCOc1ccc2ccccc2c1/C=N/NC(=O)CNC(=O)c1ccccc1F	-34	-5	-1	95	14	-11	0	-6.2	-0.5
Cc1ccc(NC(=O)CSc2nnc(COc3ccc(C#N)cc3)n2-c2ccccc2)cc1C	-5	-4	-2	1.0*[inhibitor]	7	4	-16	-2.1	-6.8
Cc1ccc(CN2CCN(Cc3ccc(OC(C)C)cc3)CC2CCO)o1 (stereo not drawn)	8	-6	-2	111	14	8	2	-1.0	-1.1
Cc1ccc(C(C)C)c(OCCNC(=S)Nc2cccc3ccccc23)c1	-6	1	3	97	3	-18	7	-4.9	-2.4
Cc1ccc(N(C(=O)c2csnn2)C(C(=O)NCc2ccccc2)c2cccnc2)cc1 (stereo not drawn)	-32	1	-9	103	3	-4	6	-1.2	-3.7
COc1ccc(-c2[nH]ncc2CN(C)CCN2CCOCC2)cc1F	4	16	2	93	6	2	-5	1.1	-0.7
COc1ccc(CN2CCC(n3nccc3NC(=O)C3CC3)CC2)cc1O	-4	6	-5	109	8	12	8	-2.6	-0.9
C=CCN(c1ccc(C(=O)Nc2cccc([N+](=O)[O-])c2)cc1)S(C)(=O)=O	7	-6	3	88	-5	6	-11	-1.0	-1.4
COC(=O)c1ccccc1NC(=O)c1cc(C2CC2)on1	-5	9	-4	111	37	11	6	-3.4	1.9
COc1ccc(N(CC(=O)NCc2ccc(F)cc2)C(=O)CCC(=O)Nc2ccccn2)cc1	-27	7	-9	102	16	9	0	0.4	0.5
O=C(O)C1CC(=O)N(CCc2ccccc2)C1 (stereo not drawn)	-5	-3	0	106	14	-2	2	-3.1	-2.4
Cc1ccc(C2c3[nH]c4ccccc4c3C[C@H]3C(=O)N(c4ccccc4C(=O)NCCCN4CCOCC4)C(=O)N23)cc1 (stereo partly drawn)	20	-96	2	107	20	1	5	-4.2	-3.2
COc1ccc(-c2noc(CCC(=O)NCCCN3CCC(Cc4ccccc4)CC3)n2)cc1	25	-80	-3	131	11	4	7	-3.0	-2.1
Cc1ccc2c(c1)nnn2C1CCN(CC(=O)NCCc2nc3ccccc3[nH]2)CC1	-13	-4	2	114	15	21	8	-3.2	-2.8
CN(Cc1cccs1)C(=O)Cc1csc(-c2ccccc2)n1	-26	7	4	82	-16	10	-15	-1.0	-2.3
COc1ccc(-c2csc(NC(=S)NC(=O)c3ccc(S(=O)(=O)N(C)C)cc3)n2)cc1OC	-21	-16	6	107	19	-4	5	-1.7	-5.2
CC(CCc1ccccc1)NC(=O)CN1C(=O)NC2(CCCCC2)C1=O (stereo not drawn)	-9	-6	4	102	-4	17	0	-2.0	-2.5
CCn1ccnc1[C@@H]1C[C@H]2CN(Cc3ccccc3OC)C(=O)[C@]23CCCN13	-4	5	4	100	-5	9	-3	0.1	-1.6
CC1CCN(c2cc(N3CCOCC3)c([N+](=O)[O-])cc2F)CC1	1	7	-9	98	-2	11	1	-4.0	-0.7
O=C(COc1ccccc1[N+](=O)[O-])Nc1ccccc1N1CCCC1	-10	-7	-9	100	-1	-17	1	-2.3	-2.5

Given as labelled records: entries from further up.
> Cc1ccc2c(c1)nnn2C1CCN(CC(=O)NCCc2nc3ccccc3[nH]2)CC1
  FID counter: -13; NS3 helicase inh: -4; M18AAP inhibitor: 2; MEKK2 WT-MEK5: 114; NALP1 yeast inh: 15; SUMO HTRF inh: 21; MEKK2 mut-MEK5: 8; VIM-2 inh: -3.2; IMP-1 inhibitor: -2.8

> COc1ccc(-c2csc(NC(=S)NC(=O)c3ccc(S(=O)(=O)N(C)C)cc3)n2)cc1OC
  FID counter: -21; NS3 helicase inh: -16; M18AAP inhibitor: 6; MEKK2 WT-MEK5: 107; NALP1 yeast inh: 19; SUMO HTRF inh: -4; MEKK2 mut-MEK5: 5; VIM-2 inh: -1.7; IMP-1 inhibitor: -5.2

Remaining list, next part:
SMILES	FID counter	NS3 helicase inh	M18AAP inhibitor	MEKK2 WT-MEK5	NALP1 yeast inh	SUMO HTRF inh	MEKK2 mut-MEK5	VIM-2 inh	IMP-1 inhibitor
NS(=O)(=O)c1ccc(CNC(=O)c2sccc2-c2ccccc2)cc1	-9	4	5	108	5	4	6	-1.7	-3.9
CCOc1ccc(/C=N/NC(=O)c2cc(-c3ccco3)nc3ccccc23)cc1	-6	34	4	96	10	81	-2	-4.0	-3.3
O=C(O)/C=C/c1cn(Cc2ccccc2)nc1-c1cccnc1	-5	2	-13	106	.	7	8	2.7	0.0
COc1cccc(CSc2nnnn2-c2ccc(O)cc2)c1	-2	-8	4	99	0	21	1	-0.2	-2.5
CCOC(=O)N1CCC(NC(=O)c2ccc3c(c2)N(C)C(=O)/C(=C/c2cccc(OC)c2)S3)CC1	-66	-20	5	107	-10	0	3	0.5	-1.0
C=CCN(CC(=O)NCC1CCCO1)C(=O)CCC(=O)Nc1cc(C)on1 (stereo not drawn)	-1	-1	2	98	-2	17	1	-2.8	-3.9
Cc1cccc(NC(=O)Cc2nnc(NC(=O)Nc3ccccc3F)s2)c1	-6	-3	1	97	16	24	-3	0.0	-5.1
COc1ccc(CCNC(=O)CCS(=O)(=O)c2ccc(C)cc2)cc1OC	-19	7	4	107	-4	10	3	-0.4	0.8
CCCCC(CCC(=O)Nc1nccs1)C(=O)O (stereo not drawn)	0	6	4	95	18	4	0	-0.1	-1.0
O=c1cc(O)nc(-c2ccccc2)s1	-2	-15	10	101	-4	0	1	-4.3	-1.6
CCCN(CCC)c1nc2ccccc2nc1C(C#N)C(=O)OCCOC (stereo not drawn)	-10	7	10	92	.	4	0	-1.5	-6.9
CCCCCCCCCOC(=O)C[n+]1csc(CCO)c1C	15	-17	-11	107	44	-11	6	-1.6	-1.2
COc1ccc(CCC(=O)NNC(=O)Cn2nc(C)cc2C)cc1	-5	3	8	108	16	-5	3	-0.6	-2.1
COCCn1c(=O)[nH]c(=O)c2c1nc(-c1ccc(-c3ccc(Cl)cc3[N+](=O)[O-])o1)n2Cc1ccccc1	-25	36*	8	94	25	19	2	-1.5	-3.0
